GAA glycogen mod: inhibitors or activators of human alpha-glucosidase glycogen cleavage. P10253. recombinant GAA, glycogen substrate, Amplex Red glucose oxidase fluorescence. actives 0.38% (n = 300,000). AID 2100. Potency, µM (doses to about 76.4 µM), without a hit: top-dose activity change, negative = inhibition, most hits filed as inhibitors; active = well fitted inhibition curve with a large enough effect; inconclusive = small, poorly fitted or top-dose-only effect, or another doubt; inactive = no such curve, though single readings can be large or run the other way;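 note: 0% = full enzyme reaction and -100% = no-enzyme basal signal; the screen sought inhibitors and activators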
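Recombinant human alpha-glucosidase (4 nM final) hydrolysed bovine liver glycogen (30 ug) for 40 min at 37 C in pH 5.0 citrate/phosphate with 0.01% Tween-20. Released glucose detected by glucose oxidase/Amplex Red, Ex 573/Em 610 nm. Compounds up to 77 uM; AC50 from Hill fits.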
* = called active by the depositor; ? = inconclusive; & = joins results of further samples; [ ] = another dose, or the depositor's remark. Potency is the fitted concentration of half-maximal effect. Some of the compounds tested (hit frequency here may not be typical).

GAA glycogen mod	structure
17%[76.3 µM]	CCOC(=O)c1c(NC(=O)/C=C/c2ccc(OCC)cc2)sc(C)c1C
-5%[76.3 µM]	O=C(Cc1ccccc1)Nc1ccnn1C1CCN(Cc2ccc(CO)o2)CC1
3%[76.3 µM]	O=C(Nc1ccncc1)Nc1ccc(Cl)cc1
?	CC1=C(C(=O)Nc2ccc(F)cc2)C(c2ccc(N(C)C)cc2)NC(=O)N1 (stereo not drawn)
-7%[76.3 µM]	O=C(Nc1cc(=O)[nH]c(=O)[nH]1)c1cc(Cl)ccc1Cl
-4%[76.3 µM]	C/C(=N\NC(=O)CCC(=O)NCc1ccccc1)c1ccco1
0%	CC1(c2ccc3ccccc3c2)NC(=O)NC1=O (stereo not drawn)
-6%[76.3 µM]	Cc1ccc(CNC(=O)c2ccc3c(c2)N(Cc2cccc(C)c2)C(=O)CS3)cc1
7%[76.3 µM]	CC(C)c1ccc(S(=O)(=O)c2nnn3c2nc(N2CCN(C)CC2)c2sccc23)cc1
9%[76.3 µM]	CCCCn1c2ccccc2c2nnc(SCC(=O)Nc3ccc(NC(C)=O)cc3)nc21

(cont.)
GAA glycogen mod	structure
3%[76.3 µM]	Cc1ccc(NC(=O)Cn2c(=O)n(CCCCC(=O)NCc3ccccc3Cl)c(=O)c3ccccc32)cc1C
-28%[76.3 µM]	COc1ccccc1CNC(=O)Cn1c(=O)oc2cc(S(=O)(=O)N3CCC(C)CC3)ccc21
?	NC(=S)NN=C1c2ccccc2-c2ccccc21
2%[76.3 µM]	COc1cc(/C=C2/SC(=S)N(CC(=O)O)C2=O)ccc1OCC(=O)Nc1ccc(C)c(C)c1
-13%[76.3 µM]	COc1ccccc1CNc1nc(-c2ccco2)nn1C(=O)c1ccccc1[N+](=O)[O-]
2%	CN1CCN(c2nc(-c3ccc(Cl)cc3)nc3ccccc23)CC1
-11%[76.3 µM]	CC(C)(Oc1ccc(Cl)cc1)C(=O)Nc1nc2ccc(S(C)(=O)=O)cc2s1
-1%[76.3 µM]	CCCCCn1cc2c(c1-c1ccccc1Br)c(=O)n(C)c(=O)n2C
4%[76.3 µM]	Cc1cccc(C(=O)NN/C=C/C(=O)c2ccccc2)c1
-2%[76.3 µM]	O=C1CC(c2ccccc2)Cc2[nH]c(=O)c(C(=O)Nc3ccc(OC(F)(F)F)cc3)cc21 (stereo not drawn)

Carrying on:
GAA glycogen mod	structure
-1%[76.3 µM]	CCN(CC)C(=O)Cn1cc(C(=O)C(=O)NCc2cccnc2)c2ccccc21
-1%[76.3 µM]	CCOc1ccccc1C(=O)N(Cc1cc(OC)c(OC)c(OC)c1)c1ccccn1
1%	Cc1cccc(NC(=O)CCNC(=O)c2ccccc2)c1
-2%	O=C(NC1CCCCC1)c1cc(S(=O)(=O)N2CCOCC2)c(Cl)cc1Cl
15%[76.3 µM]	COc1ccccc1-n1c(SCC(=O)Nc2cccc(C(=O)O)c2)nnc1-c1ccccc1O
1%	O=C(c1cc(-c2ccc(Br)cc2)on1)N1CCOCC1
-11%[76.3 µM]	CCN(CC)S(=O)(=O)c1cc(-c2nnc(Nc3ccc(OC)c(C(N)=O)c3)c3ccccc23)ccc1C
-1%[76.3 µM]	CC(C)n1c(=O)c2oc3ccccc3c2n(Cc2ccccc2F)c1=O
12%[76.3 µM]	COc1ccc([C@@H]2[C@@H]3C(=O)N(C(C)(C)C)C(=O)[C@@H]3[C@]3(Cc4ccc(Cl)cc4)C(=O)N(c4cccc(C)c4)C(=O)N23)cc1
23%[76.3 µM]	Cc1cccc(C(=O)NCCCN(C)CCCNC(=O)c2cccc(C)c2)c1

Arranged by count of non-hydrogen atoms (low to high): 4 of the compounds above
GAA glycogen mod	structure
1%	Cc1cccc(NC(=O)CCNC(=O)c2ccccc2)c1
-1%[76.3 µM]	CCOc1ccccc1C(=O)N(Cc1cc(OC)c(OC)c(OC)c1)c1ccccn1
-11%[76.3 µM]	CCN(CC)S(=O)(=O)c1cc(-c2nnc(Nc3ccc(OC)c(C(N)=O)c3)c3ccccc23)ccc1C
12%[76.3 µM]	COc1ccc([C@@H]2[C@@H]3C(=O)N(C(C)(C)C)C(=O)[C@@H]3[C@]3(Cc4ccc(Cl)cc4)C(=O)N(c4cccc(C)c4)C(=O)N23)cc1

More entries
GAA glycogen mod	structure
3%[76.3 µM]	Cc1ccc(NC(=O)[C@@H](C)NC(=O)[C@@H]2Cc3ccccc3CN2)cc1
-6%[76.3 µM]	COc1ccccc1CCN1CCCC(CN(C)Cc2ccc(OCCO)cc2)C1 (stereo not drawn)
2%	O=S(=O)(NC(=NC1CCCCC1)c1ccccc1F)c1ccccc1
14%[76.3 µM]	Cc1ccc(Nc2cc(C(=O)NCc3cccs3)c3ccccc3n2)c(C)c1
-12%[76.3 µM]	CC1CCC(Nc2nc3c(-c4ccc(Cl)cc4)nnn3c3ccccc23)CC1 (stereo not drawn)
4%	COc1cc(Cl)c(C)cc1NC(=O)CCNC(=O)c1ccco1
2%	COC(=O)c1ccc(C2NC(=O)c3ccccc3O2)cc1 (stereo not drawn)
?	Cc1ccc(O)c(NC(=O)c2cc(-c3ccco3)on2)c1
2%	Cc1coc2cc3oc(=O)ccc3cc12
0%[76.3 µM]	COc1ccc(-n2ncc3c2CC(C)(C)CC3NC(=O)CCn2nc(C)cc2C)cc1 (stereo not drawn)

Remaining list, next part.
GAA glycogen mod	structure
-3%[76.3 µM]	O=c1c2c([N+](=O)[O-])cc([N+](=O)[O-])cc2nc2ccccn12
12%[76.3 µM]	COc1ccc(N2C(=O)N3[C@H](c4ccc(Br)cc4)[C@@H]4C(=O)N(C(C)(C)C)C(=O)[C@@H]4[C@]3(Cc3ccccc3)C2=O)cc1
-1%	COc1cc(C2NC(=O)CCC2[N+](=O)[O-])cc(Br)c1OC (stereo not drawn)
-14%[76.3 µM]	Cc1ccc(C)c(CN2C(=O)C(O)(c3c[nH]c4ccccc34)c3ccccc32)c1 (stereo not drawn)
-14%	COc1ccc(C2CC(c3ccc(OC)c(OC)c3)=NN2C(=O)c2ccccc2)cc1 (stereo not drawn)
-4%	Cc1cccc(C)c1N(C(=O)c1ccco1)C(C(=O)NC1CCCC1)c1ccncc1 (stereo not drawn)
-3%[76.3 µM]	Cc1ccc(C)c(S(=O)(=O)N2CCN(C(=O)Cc3ccsc3)CC2)c1
-9%[76.3 µM]	CN1C(=O)C(C)(C)c2cc(S(=O)(=O)N3CCCC(C(=O)Nc4ccc(Cl)cc4)C3)ccc21 (stereo not drawn)
4%[76.3 µM]	O=C(Nc1ccc(S(=O)(=O)Nc2ccccc2F)cc1)N1CCCCC1
15%[76.3 µM]	Cc1ccc(OCCn2c(COc3ccc(Cl)cc3)nc3ccccc32)cc1

An excerpt of these results, as a markdown table:
| smiles | GAA glycogen mod |
| --- | --- |
| COc1ccc(-n2ncc3c2CC(C)(C)CC3NC(=O)CCn2nc(C)cc2C)cc1 (stereo not drawn) | 0%[76.3 µM] |
| COc1ccccc1-n1c(SCC(=O)Nc2cccc(C(=O)O)c2)nnc1-c1ccccc1O | 15%[76.3 µM] |
| Cc1cccc(C)c1N(C(=O)c1ccco1)C(C(=O)NC1CCCC1)c1ccncc1 (stereo not drawn) | -4% |
| CCCCCn1cc2c(c1-c1ccccc1Br)c(=O)n(C)c(=O)n2C | -1%[76.3 µM] |
| COc1cc(Cl)c(C)cc1NC(=O)CCNC(=O)c1ccco1 | 4% |

Next entries
GAA glycogen mod	structure
14%[76.3 µM]	CCOc1ccccc1N(C)C(=O)c1sc2nc3n(c(=O)c2c1C)CCCC3
6%	COCCNC(=O)C(c1ccc(C)cc1)N(C(=O)CCC(=O)Nc1ccccn1)c1cccc(C)c1 (stereo not drawn)
-1%[76.3 µM]	CC1Cc2cc(/C(O)=C3/C(=O)C(=O)N(CCCn4ccnc4)C3c3cccc([N+](=O)[O-])c3)ccc2O1 (stereo not drawn)
1%[76.3 µM]	CCc1ccc(/C=C2/SC(=S)N(CCC(=O)Nc3ccc(C(=O)O)cc3)C2=O)cc1
-1%[76.3 µM]	O=C(CCNC(=O)N1CCn2c1nc1ccccc12)NCc1ccc(Cl)cc1
-3%[76.3 µM]	CC(NC(=O)C1CCC(C(=O)NC(C)c2ccccc2)CC1)c1ccccc1 (stereo not drawn)
0%[76.3 µM]	CN(CC(=O)Nc1cccc(F)c1)C(=O)CC1CC2CCC1C2 (stereo not drawn)
8%&-14%[76.3 µM]	CN1C(C(=O)Nc2cccc(O)c2)=CC(c2cccs2)=NS1(=O)=O
-7%[76.3 µM]	O=C(NCc1ccccc1)C(=O)NCC1OCCN1S(=O)(=O)c1ccc(Br)cc1 (stereo not drawn)
-16%[76.3 µM]	COc1cccc(-c2nc(C(=O)NCC3CCCO3)cc3c2[nH]c2ccccc23)c1 (stereo not drawn)

Next records.
GAA glycogen mod	structure
-12%[76.3 µM]	Cc1cc(C)n(CC(O)COc2ccc(C(C)(C)C)cc2)n1 (stereo not drawn)
-5%[76.3 µM]	CNC(=O)NC(=O)C(c1ccccc1)N(C)CC1COc2ccccc2O1 (stereo not drawn)
-4%[76.3 µM]	CC(=O)N1CCc2cc(Br)cc(S(=O)(=O)N3CCC(C)CC3)c21
2%	CCc1cc(=O)oc2cc(O[C@@H]3O[C@H](CO)[C@@H](O)[C@H](O)[C@H]3O)c(Cl)cc12
-3%[76.3 µM]	Cc1cc(NC(=O)c2ccno2)no1
-6%[76.3 µM]	CS(=O)(=O)N(CC(=O)N1CCOCC1)c1ccccc1Br
-7%[76.3 µM]	Cc1ccc(C(=O)NC(C)c2ccccc2)cc1S(=O)(=O)N1CCOCC1 (stereo not drawn)
12%	Cc1cc(=O)oc2c3c(cc(OCC(=O)NC(C)C)c12)OC(C)(C)CC3
10%[76.3 µM]	O=c1ccc2cc(S(=O)(=O)N3CCN(c4ccccc4F)CC3)ccc2[nH]1
-6%[76.3 µM]	COc1cccc(CN(C(=O)/C=C/c2ccco2)C2CCS(=O)(=O)C2)c1 (stereo not drawn)

Remaining list, next part
GAA glycogen mod	structure
13%[76.3 µM]	O=C(c1ccc2c(c1)N(Cc1ccccc1F)C(=O)c1ccccc1S2(=O)=O)N1CCCCC1
1%[76.3 µM]	CCc1ccc(N(CC(=O)NC2CCCC2)C(=O)CCC(=O)Nc2ccccn2)cc1
-9%	Cc1c(C)c2ccc(O)c(CN3CCCC3)c2oc1=O
2%[76.3 µM]	Cc1ccc2oc(-c3cc(NC(=O)CC(C)C)ccc3Cl)nc2c1
3%	O=C(CN(C(=O)CCC(=O)Nc1ccccn1)c1ccc(F)cc1)NCc1ccc(F)cc1
1%[76.3 µM]	Cc1ccc(NC(=O)CCNC(=O)c2ccc(Br)cc2)nc1
-7%[76.3 µM]	Cc1c2cnn(CC(=O)N3CCCCC3)c(=O)c2c(C)n1Cc1ccc(Cl)cc1
-3%[76.3 µM]	COc1ccccc1NC(=O)Cn1c(=O)n(-c2ccc(C)cc2)c(=O)c2c1cnn2C
-18%[76.3 µM]	COc1cccc(CNc2cc(C)ccn2)c1O
-6%[76.3 µM]	COc1ccc(Cl)cc1S(=O)(=O)N1CCN=C1Cc1ccccc1

Reformatted as tab-separated lines: part of the list above.
SMILES	GAA glycogen mod
Cc1ccc2oc(-c3cc(NC(=O)CC(C)C)ccc3Cl)nc2c1	2%[76.3 µM]
O=C(CN(C(=O)CCC(=O)Nc1ccccn1)c1ccc(F)cc1)NCc1ccc(F)cc1	3%

Further structures:
GAA glycogen mod	structure
14%[76.3 µM]	CCOC(=O)c1ccc(NC(=O)Cn2nc(C)c3ccccc3c2=O)cc1
0%[76.3 µM]	CCCCc1nc(C(N)=O)c2[nH]c(=O)n(-c3ccc(OCC)cc3)c2n1
-4%[76.3 µM]	S=C(NCCNC(=S)Nc1ccccc1)Nc1ccccc1
-1%	Cc1ccc(-c2onc3ccc(Br)cc23)cc1
0%[76.3 µM]	O=C(CC1NCCNC1=O)Nc1ccccc1F (stereo not drawn)
-3%[76.3 µM]	Cc1ccc(CN(C(=O)c2ccccc2C)C2CCS(=O)(=O)C2)o1 (stereo not drawn)
3%	Cc1cc(OCC(=O)NCCN2CCOCC2)cc(C)c1Cl
-9%[76.3 µM]	COc1ccc(CN2CCNC(=O)C2CC(=O)NC2CCCC2)cc1OC (stereo not drawn)
-7%[76.3 µM]	CC(C)c1ccc(C2c3c(oc4ccc(Cl)cc4c3=O)C(=O)N2CCCN2CCOCC2)cc1 (stereo not drawn)
-17%	Cc1ccc(/C=N/n2c(C3CCCCC3)n[nH]c2=S)cc1

(cont.)
GAA glycogen mod	structure
-6%[76.3 µM]	O=C(Cc1ccsc1)NCC(=O)Nc1ccc(F)c(F)c1
15%[76.3 µM]	CCOc1ccc(Nc2nc(-c3cccc(Cl)c3)c3c(n2)-c2ccccc2OC3)cc1
-5%[76.3 µM]	COC(=O)c1ccc(OCC(O)CN2CCOCC2)cc1 (stereo not drawn)
-7%[76.3 µM]	Cc1c(OCC(=O)NCC2CCC(C(=O)NCCCO)CC2)ccc2c(-c3ccccc3)cc(=O)oc12 (stereo not drawn)
?	Cc1nc2c(c(C)c1CCC(=O)N1CCN(c3ccccc3)CC1)c(=O)n(C)c(=O)n2C
-6%[76.3 µM]	N#Cc1nc(/C=C/c2ccc(F)cc2)oc1N1CCCCC1
1%	COc1ccc(-n2ccc3ccccc32)cc1
-3%	CCOc1ccc(NC(=O)CN(C)C(=O)c2ccc(C)o2)cc1OCC
-10%[76.3 µM]	O=C(Cn1cc(SCc2ccc(F)cc2)c2ccccc21)N1CCCCC1
-9%	CCOC(=O)c1sc(NC(=O)C2CC(=O)N(c3ccccc3C)C2)nc1C (stereo not drawn)
16%[76.3 µM]	COc1ccc(N2CCN(C(=O)CCc3c(C)nc4cc(-c5cccc(F)c5)nn4c3C)CC2)cc1
-2%[76.3 µM]	Cc1cc(C)cc(C(=O)NC(CC(N)=O)c2ccc(NC3CCCCCCC3)c([N+](=O)[O-])c2)c1 (stereo not drawn)
-9%[76.3 µM]	CCOC(=O)C1CCN(C(=O)c2ccc3c(c2)sc2nc(-c4ccc(OC)cc4)cn23)CC1
